# HIF-2a block: blocks HIF-2a reporter activity | 786-0 RCC cells HIF-2a reporter, luciferase luminescence, overnight | inhibition, % at 18.8 µM | 0.72% of 360,000 active | AID 624352;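 active means inhibition of the luminescence signal of 40% or more relative to plate controls, in a single-dose primary screen at 18.75 µM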
# CaV13 FRET inh: Primary screen for inhibitors of IQ motif and Ca2+-dependent inactivation inhibitor domain binding in CACNA1D, Förster resonance energy transfer in living cells, …; HEK cells, CFP/YFP FRET ICDI-IQ, plate reader, 10 min; percent FRET-ratio fall versus neutral wells; inhibition, % at 12.3 µM; 0.098% of 340,000 active; AID 743397;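 active means mean replicate inhibition of at least 30% and at least 1% of replicates passing that level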;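 further: 0% = median of the neutral control wells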
# NR2E3 ag-1: agonists of human nuclear receptor NR2E3; inhibition of corepressor binding, % at 4.78 µM; GST-NR2E3/biotin-RetCOR TR-FRET, 1536-well; 0.12% of 320,000 active; Q9Y5X4; AID 2300;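 active means percent inhibition above the cutoff of mean plus 3 SD of all tested compounds, set per screening campaign, cut at about 20% in these data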;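 further: 0% = DMSO wells and 100% = biotin wells as full block of FRET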
# Target sequence (Q9Y5X4 whole entry, looked up): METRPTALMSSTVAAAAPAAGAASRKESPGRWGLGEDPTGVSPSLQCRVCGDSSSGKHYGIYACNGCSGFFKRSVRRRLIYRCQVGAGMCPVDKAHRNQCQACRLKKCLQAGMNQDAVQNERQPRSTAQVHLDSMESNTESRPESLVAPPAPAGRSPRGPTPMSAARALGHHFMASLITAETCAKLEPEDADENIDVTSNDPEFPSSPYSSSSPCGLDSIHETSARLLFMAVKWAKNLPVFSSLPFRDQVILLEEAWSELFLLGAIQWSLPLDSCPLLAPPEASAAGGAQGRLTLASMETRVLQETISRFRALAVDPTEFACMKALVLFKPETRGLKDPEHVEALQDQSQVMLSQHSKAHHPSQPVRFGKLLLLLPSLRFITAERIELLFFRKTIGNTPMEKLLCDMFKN
#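 Test system – NR2E3–RetCOR corepressor complex · Quantity – NR2E3 fusion 1.35 nM · Buffer or medium – Tris pH 7.5 · Incubation – Compound–protein incubation for 5 h at 4 °C · Technique – TR-FRET, Eu(K)-anti-GST donor, streptavidin-D2 acceptor, ex 340, em 617/671 nm · Evaluation – percent inhibition of 671/617 nm emission ratio versus biotin and DMSO controls · Plate – 1536-well format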
# PDI turbidity: PDI (human) enzyme inhibition | P07237 | PDI insulin aggregation turbidity, A650, 90 min | inhibition, % at 10 µM | 0.052% of 350,000 active | AID 588391;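 active means mean inhibition across replicates of 30% or more, whatever share of single replicates reach that level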;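 further: absorbance from insulin aggregation driven by PDI reduction with DTT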
# Target sequence (P07237 whole entry, looked up): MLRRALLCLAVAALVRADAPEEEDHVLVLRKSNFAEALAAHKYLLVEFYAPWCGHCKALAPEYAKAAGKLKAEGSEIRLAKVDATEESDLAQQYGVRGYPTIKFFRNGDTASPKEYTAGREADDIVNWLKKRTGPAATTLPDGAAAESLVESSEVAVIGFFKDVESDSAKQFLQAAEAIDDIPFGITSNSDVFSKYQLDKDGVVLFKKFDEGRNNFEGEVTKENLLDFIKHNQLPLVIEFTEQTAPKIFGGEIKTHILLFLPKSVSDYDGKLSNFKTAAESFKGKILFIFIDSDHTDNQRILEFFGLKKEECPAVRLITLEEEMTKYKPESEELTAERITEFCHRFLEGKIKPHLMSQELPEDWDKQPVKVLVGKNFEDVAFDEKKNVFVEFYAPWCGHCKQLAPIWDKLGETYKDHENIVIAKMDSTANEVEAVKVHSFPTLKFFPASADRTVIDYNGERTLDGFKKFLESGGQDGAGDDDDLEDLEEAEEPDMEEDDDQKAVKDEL
# Cardio protect: myocardial damage modulation in H9c2 cells | H9c2 cardiomyocytes, H2O2 injury protection, ATPLite, 2 h | protection from H2O2 cell death, % at 20 µM | 0.63% of 360,000 active | AID 588492;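 active means compounds giving at least 50% protection of heart cells from peroxide-induced death in the single-dose screen, raw or plate-pattern-corrected value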;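 further: 0% = DMSO wells with peroxide and 100% = DMSO wells without peroxide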
# TRPM1 prom inh: reduces MITF-dependent TRPM1 promoter luciferase signal | inhibition, % at 12.5 µM | 0.83% of 330,000 active | SK-MEL-5 TRPM1 promoter luciferase, 24 h;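 active means mean inhibition across replicates of 60% or more, whatever share of single replicates reaches that level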; further: values of inactives mirror those of a sister screen read the other way
# hiPSC survival: hiPSC single-cell survival enhancement. ATPlite luminescence; 100% = ROCK inhibitor wells, 0% = DMSO. survival enhancement, % at 20 µM. 0.044% of 360,000 active. AID 602274; in the data active means survival enhancement above about 18%;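 further: cells exposed to compounds for 16 hours before the ATP read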
# NR2E3 ag-2: agonists of human NR2E3 nuclear receptor; Q9Y5X4; CHO-S Gal4-NCOR/VP16-NR2E3 two-hybrid, luciferase; inhibition of corepressor binding, % at 3.98 µM; 0.35% of 360,000 active; AID 602229;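 active means inhibition above the mean of all tested compounds plus 3 SD, cut at about 70% in these data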;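 further: 0% = DMSO with NR2E3 transfected cells and 100% = cells lacking NR2E3 construct; higher means lower luciferase signal from less NR2E3 corepressor binding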
# m5-HT2A agonist: agonists of mouse serotonin 5-HT2A receptor (HTR2A). 0.66% of 360,000 active. activation, % at 7.6 µM. CHO-K1 mHTR2A beta-arrestin complementation, luminescence; percent of 30 µM serotonin response. P35363;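 active means activation above a run cutoff, the mean activation of all tested compounds plus 3 SD, cut at about 14% in these data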;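 further: 0% = plate median of compound wells and 100% = 30 µM serotonin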
# Shn3 3UTR inh: Schnurri-3 reporter inhibition in Clone20 osteoblasts. AID 588674. inhibition, % at 12.5 µM. Clone20 osteoblast Shn3 3'UTR firefly luciferase, 24 h. 0.52% of 360,000 active;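 active means mean inhibition of at least 75% with every replicate also reaching 75%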;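 further: 0% = median of neutral control wells and 100% = pilot-screen positive control compound; some compounds past the cut are filed as inactive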
# Peg3 prom inh: Peg3 promoter activity inhibition. HeLa PEG-Prom luciferase reporter, luminescence, overnight. inhibition, % at 20 µM. 1.7% of 360,000 active. AID 588405;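 active means inhibition of at least 50% at 20 µM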
# The depositor's hits bear a star; x = no result given. No enrichment for hits; any-hit rate near 3.9%.
SMILES,HIF-2a block,CaV13 FRET inh,NR2E3 ag-1,PDI turbidity,Cardio protect,TRPM1 prom inh,hiPSC survival,NR2E3 ag-2,m5-HT2A agonist,Shn3 3UTR inh,Peg3 prom inh
COc1ccc2c(C)cc(SCn3nnc4ccccc4c3=O)nc2c1,9,-5,1,4,1,11,2.9,-14,0,19,-1
O=C(NCc1cccnc1)c1cnc2ccccc2n1,12,-5,-1,3,2,12,0.7,7,0,-5,11
O=C(Nc1ccccc1C(=O)NCCCN1CCOCC1)c1ccc(F)cc1,8,x,-4,0,6,3,-0.6,-7,6,7,14
Cn1nc(C(F)(F)F)c(C(=O)Nc2ccc(F)cc2F)c1Sc1cccc(C(F)(F)F)c1,22,-5,-2,10,-1,-11,-0.2,25,-5,22,26
O=C(Nc1ccc(OC(F)(F)F)cc1)C1=NCCN1,-209,-4,2,4,-16,-8,-1.6,0,-4,-28,-30
COc1cccc(CNc2nc3ccccc3n2CCN2CCCCC2)c1,8,-7,0,2,-2,-7,-2.7,-34,-8,18,-1
CCNC(=O)N1c2ccc(OCC)cc2C(C)=CC1(C)C,23,-3,-4,7,-6,-8,1.6,3,7,-3,8
CNCC(O)CN1CCN(c2ccccc2OC)CC1 (stereo unspecified),19,-6,3,-1,17,-9,-2.1,-4,-1,2,-5
Cn1ncc2nc[nH]c(=O)c21,17,-4,0,3,-1,0,-0.2,-11,-5,-24,16
O=[N+]([O-])c1ccc(N2CCOCC2)cc1NCCCO,12,21,1,12,4,4,0.3,9,-1,0,3
O=[N+]([O-])c1cc(Cl)ccc1NCCc1ccccn1,-129,-4,-4,6,2,-44,0.2,-50,-1,-14,-139
O=c1c(-c2ccccc2)c(O)nc2ccccn12,-15,-9,3,2,-1,5,1.9,8,0,-1,9
C=C(C)c1cccc(C(C)(C)NC(=O)N(C)C2CCN(C)CC2)c1,18,-2,x,0,-1,6,0.6,33,7,-2,2
O=C(COC(=O)CNC(=O)c1ccc(Cl)cc1)Nc1ccc(Cl)cn1,14,-5,x,-13,2,6,0.7,5,-3,-6,-2
O=C1CC(c2cccs2)CC(O)=C1C=NCCN1CCNCC1 (stereo unspecified),4,-8,4,4,4,5,-0.4,-21,1,23,1
COc1cc(C2c3c(-c4ccccc4)n[nH]c3C(=O)N2c2ccccc2)ccc1O (stereo unspecified),37,-4,-5,-5,6,10,-1.8,-4,2,19,35
CCC1CCCCN1C(=O)CSc1nnc(CNC(=O)COc2ccc(Cl)cc2)o1 (stereo unspecified),14,x,2,15,-3,4,0.8,-12,-9,14,13
O=C(COC(=O)c1nc(Cl)ccc1Cl)NCCc1ccccc1,5,x,0,5,1,15,0.6,-1,0,-6,-11
CC1=C(C)/C(=N/OC(=O)c2cccc([N+](=O)[O-])c2)C=CC1=O,21,x,-5,14,-10,24,-2.6,-37,-5,53,-11
CC(C)CCC(CC(C)O)c1n[nH]c(=S)n1-c1ccccc1 (stereo unspecified),13,-4,0,4,2,11,4.0,9,5,3,-1

# In a second layout: 2 of the compounds above
mol | HIF-2a block | CaV13 FRET inh | NR2E3 ag-1 | PDI turbidity | Cardio protect | TRPM1 prom inh | hiPSC survival | NR2E3 ag-2 | m5-HT2A agonist | Shn3 3UTR inh | Peg3 prom inh
O=[N+]([O-])c1cc(Cl)ccc1NCCc1ccccn1 | -129 | -4 | -4 | 6 | 2 | -44 | 0.2 | -50 | -1 | -14 | -139
O=c1c(-c2ccccc2)c(O)nc2ccccn12 | -15 | -9 | 3 | 2 | -1 | 5 | 1.9 | 8 | 0 | -1 | 9

# Next part:
SMILES,HIF-2a block,CaV13 FRET inh,NR2E3 ag-1,PDI turbidity,Cardio protect,TRPM1 prom inh,hiPSC survival,NR2E3 ag-2,m5-HT2A agonist,Shn3 3UTR inh,Peg3 prom inh
CCS(=O)(=O)N1Cc2ccccc2CC1C(=O)NCc1cccc(OC)c1 (stereo unspecified),6,-10,x,-2,5,-97,0.4,5,-2,-11,18
CCCNC(=O)c1c(C)cc(=O)oc1C,4,-8,1,-9,-6,1,0.4,3,0,11,13
Cc1ccc(/C=N/Nc2ccc3c(C(F)(F)F)cc(C(F)(F)F)nc3n2)cc1,5,x,2,-1,9,-13,-2.3,-32,0,5,-10
Cc1ccc2c(c1)cc1c(=O)n(CC(=O)N(C)c3ccccc3)nc(C)n12,-3,-2,-2,-5,6,-4,0.6,-15,6,-7,9
CC(=O)c1ccc(NS(=O)(=O)c2ccc3c(c2)N(C)CCO3)cc1,-6,-13,-4,1,-4,7,-0.2,31,3,42,4
COC(=O)C1CCN(C(=O)/C=C/c2ccc3c(c2)OCO3)CC1,-103,-21,3,4,-5,-44,0.6,-101,-1,-44,-213
O=C(c1ccc2c(=O)n(Cc3ccccc3)c(=S)[nH]c2c1)N1CCCC1,-2,-4,-2,16,-1,6,0.9,-4,-5,12,3
Cc1nn(CCO)c(N)c1C1(O)C(=O)Nc2c(Cl)cc(Cl)cc21 (stereo unspecified),14,-4,1,-1,-2,14,0.1,-25,-1,-16,-18
O=C(Oc1ccc2ccc(=O)oc2c1)c1cccs1,5,-3,0,-10,7,0,-0.3,-8,4,-7,-10
CC(=O)N1CCC2(CC1)C(C#N)=C(N)OC1=C2C(=O)CC(C)(C)C1,10,-5,2,8,11,3,-0.9,-19,8,-22,-14
COC(=O)c1c(NC(=O)C(=O)N2CCCCC2)sc2c1CC(C)(C)OC2,-7,-7,2,11,0,14,0.2,-9,-2,11,-2
CCCc1c(C(=O)Nc2cc(C)on2)cnn1-c1ccccc1,-14,-5,-4,-1,2,8,0.3,-11,7,32,-8
Cc1nc2ccccc2nc1OCC(=O)Nc1ccc(F)cc1,14,-7,-1,-1,-4,-7,1.3,-5,3,0,17
COc1ccc(NC(=O)Nc2cc3oc4ccccc4c3cc2OC)cc1,-112,-5,2,5,9,-21,-0.5,-2,-7,-29,-56
C[C@]12C=CC(=O)C=C1CC[C@@H]1[C@@H]2[C@@H](O)C[C@@]2(C)[C@H]1CC[C@]2(O)C(=O)COC(=O)CCC(=O)O,32,-6,1,3,5,-5,-1.7,6,0,3,12
Cc1nc2ccccn2c(=O)c1NC(=O)c1ccc(Br)o1,11,-5,x,0,-4,x,2.2,-11,2,0,-6
Cc1occc1C(=O)/C(C#N)=C/c1ccc(O)c(Br)c1,0,-3,8,-7,-5,-18,0.0,-19,-8,-23,25
O=C(NC1CCCCC1)C1COc2ccccc2O1 (stereo unspecified),-40,-5,1,-8,4,-13,-0.3,12,1,4,-32
CCOCC(=O)Nc1cc(C(=O)OC)ccc1C(=O)OC,-18,x,-2,-1,8,-18,4.6,8,0,-5,-21
O=c1c2ccccc2nc(COc2ccccc2)n1/N=C/c1ccco1,-174,-5,-1,4,20,-23,-0.3,-44,-1,-32,-154

# Compound profiles, from the list above:
# Results for O=C(Nc1ccc(OC(F)(F)F)cc1)C1=NCCN1 : HIF-2a block: -209; CaV13 FRET inh: -4; NR2E3 ag-1: 2; PDI turbidity: 4; Cardio protect: -16; TRPM1 prom inh: -8; hiPSC survival: -1.6; NR2E3 ag-2: 0; m5-HT2A agonist: -4; Shn3 3UTR inh: -28; Peg3 prom inh: -30
# Results for CCNC(=O)N1c2ccc(OCC)cc2C(C)=CC1(C)C : HIF-2a block: 23; CaV13 FRET inh: -3; NR2E3 ag-1: -4; PDI turbidity: 7; Cardio protect: -6; TRPM1 prom inh: -8; hiPSC survival: 1.6; NR2E3 ag-2: 3; m5-HT2A agonist: 7; Shn3 3UTR inh: -3; Peg3 prom inh: 8

# Reprinted from the listing (7 entries):
SMILES,HIF-2a block,CaV13 FRET inh,NR2E3 ag-1,PDI turbidity,Cardio protect,TRPM1 prom inh,hiPSC survival,NR2E3 ag-2,m5-HT2A agonist,Shn3 3UTR inh,Peg3 prom inh
COc1ccc(NC(=O)Nc2cc3oc4ccccc4c3cc2OC)cc1,-112,-5,2,5,9,-21,-0.5,-2,-7,-29,-56
C[C@]12C=CC(=O)C=C1CC[C@@H]1[C@@H]2[C@@H](O)C[C@@]2(C)[C@H]1CC[C@]2(O)C(=O)COC(=O)CCC(=O)O,32,-6,1,3,5,-5,-1.7,6,0,3,12
Cc1nc2ccccn2c(=O)c1NC(=O)c1ccc(Br)o1,11,-5,x,0,-4,x,2.2,-11,2,0,-6
Cc1occc1C(=O)/C(C#N)=C/c1ccc(O)c(Br)c1,0,-3,8,-7,-5,-18,0.0,-19,-8,-23,25
O=C(NC1CCCCC1)C1COc2ccccc2O1 (stereo unspecified),-40,-5,1,-8,4,-13,-0.3,12,1,4,-32
CCOCC(=O)Nc1cc(C(=O)OC)ccc1C(=O)OC,-18,x,-2,-1,8,-18,4.6,8,0,-5,-21
O=c1c2ccccc2nc(COc2ccccc2)n1/N=C/c1ccco1,-174,-5,-1,4,20,-23,-0.3,-44,-1,-32,-154

# (listing goes on)
SMILES,HIF-2a block,CaV13 FRET inh,NR2E3 ag-1,PDI turbidity,Cardio protect,TRPM1 prom inh,hiPSC survival,NR2E3 ag-2,m5-HT2A agonist,Shn3 3UTR inh,Peg3 prom inh
O=C(O)CCc1nc(-c2cccs2)no1,-2,x,0,-11,-3,10,-1.5,4,-2,11,-16
O=C(O)CN1C2=NCCCN2c2ccccc21,7,-4,-5,5,0,2,1.5,20,3,-8,-1
O=C(COC(=O)[C@@H]1CC(O)CN1S(=O)(=O)c1ccc([N+](=O)[O-])cc1)NC12CC3CC(CC(C3)C1)C2 (stereo partly specified),20,-5,-1,16,-4,2,4.2,-11,3,5,5
O=C(Nc1ccc(F)cc1F)C1CCN(S(=O)(=O)c2cccnc2)CC1,8,-2,-2,2,-2,-5,1.5,-7,7,-6,3
CCOc1ccc(Nc2cc(C)nc3c(C)cccc23)cc1,12,-5,-5,-2,-4,1,-0.5,-1,-4,4,3
Cc1cccc2nc(CSc3ncccc3C(=O)O)cn12,14,1,0,-12,4,12,-0.7,6,-3,-11,8
CCOc1ccc(NC(=O)N(c2ccccc2)c2ccccc2)cc1,-14,-5,2,6,-6,-7,-0.7,-15,2,2,-13
Cc1ccc2nc(C3CCCCC3)c(Cc3ccccc3C(F)(F)F)n2c1,-15,-7,x,x,-13,x,2.7,-17,-2,10,1
O=C(CN1CCN(c2ccccn2)CC1)NC(=O)NC1CCCCC1,12,-5,-2,-1,-2,-2,3.2,-11,-3,9,2
COc1ccc(CC(=O)Nc2ccccc2C(C)=O)cc1S(=O)(=O)N1CCOCC1,12,x,0,-4,1,-10,0.4,-10,1,1,18
COc1ccc(NC(=O)C2CCOC2=O)cc1 (stereo unspecified),17,-5,-1,-5,-4,3,0.3,-14,-1,1,8
CC(=O)C1=C(C)NC(SCC(=O)c2ccccc2)=C(C#N)C1CC(C)C (stereo unspecified),-187,x,7,-4,14,-27,-2.3,-32,-1,-20,-115
Cc1cccc(C)c1OCC(=O)Nc1ccc(NC(=O)c2ccco2)cc1,-24,-6,6,-8,-2,8,0.2,-32,-2,11,-10

# Source: PubChem BioAssay
